Bioassay records as filed in PubChem BioAssay.
m-calpain inh: calpain II (pig) inhibition. purified calpain II, fluorogenic peptide substrate, 30 min. inhibition, % at 16 µM. 220,000 compounds, 0.37% hits. AID 1236;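 active = inhibition above about 50%, limit read from the data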
p97 inhibitor: blocks human p97 ATPase activity; P55072; recombinant p97 ATPase, Kinase-Glo ATP luminescence, 3 h; inhibition, % at 8 µM; 220,000 compounds, 0.42% hits; in the data active = inhibition above about 15%;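 also: 0% = DMSO vehicle and 100% = wells lacking enzyme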
Runt-CBFb FRET: Runt domain-CBFb interaction inhibition; inhibition, % at 20 µM; Cerulean-Runt/Venus-CBFb FRET ratio 530/480, 1 h; 220,000 compounds, 0.46% hits; Q01196+Q13951;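 active = inhibition over about 50% at 20 µM in the single-dose screen, limit read from the data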;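 also: 0% = DMSO wells and 100% = excess unlabeled CBFb competitor control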
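Schedule: protein complex preformed 1 h, compound exposure 1 h, room temperature, dark; test system: Cerulean-labeled Runt domain protein; amount: 100 nM per protein; buffer or medium: Tris 50 mM pH 7.5, KCl, K2SO4, 0.01% BSA; read-out: loss of energy transfer signal; detection: FRET fluorescence; controls: 5 µM unlabeled CBFb as full-inhibition high control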
Runt-SMMHC FRET: Runt domain-CBFb-SMMHC interaction inhibition; Q01196+Q13951; Cerulean-Runt/Venus-CBFb-SMMHC FRET ratio 530/480, 1 h; inhibition, % at 20 µM; 220,000 compounds, 0.74% hits; AID 1434;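 active = mean inhibition across duplicate retests at 20 µM reaching about 50%, limit read from the data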;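 also: 0% = DMSO wells and 100% = wells with excess untagged CBFb-SMMHC; inhibitors lower the FRET ratio by blocking Runt binding to CBFb-SMMHC; some results filed as inactive read as strong as hits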
Furin inhibitor: blocks human furin protease activity; P09958; inhibition, % at 30 µM; 220,000 compounds, 0.061% hits; purified furin, fluorogenic substrate cleavage; in the data active = inhibition above about 25%; also: inactives centre near -15
Target sequence (P09958 108-714 limits assumed): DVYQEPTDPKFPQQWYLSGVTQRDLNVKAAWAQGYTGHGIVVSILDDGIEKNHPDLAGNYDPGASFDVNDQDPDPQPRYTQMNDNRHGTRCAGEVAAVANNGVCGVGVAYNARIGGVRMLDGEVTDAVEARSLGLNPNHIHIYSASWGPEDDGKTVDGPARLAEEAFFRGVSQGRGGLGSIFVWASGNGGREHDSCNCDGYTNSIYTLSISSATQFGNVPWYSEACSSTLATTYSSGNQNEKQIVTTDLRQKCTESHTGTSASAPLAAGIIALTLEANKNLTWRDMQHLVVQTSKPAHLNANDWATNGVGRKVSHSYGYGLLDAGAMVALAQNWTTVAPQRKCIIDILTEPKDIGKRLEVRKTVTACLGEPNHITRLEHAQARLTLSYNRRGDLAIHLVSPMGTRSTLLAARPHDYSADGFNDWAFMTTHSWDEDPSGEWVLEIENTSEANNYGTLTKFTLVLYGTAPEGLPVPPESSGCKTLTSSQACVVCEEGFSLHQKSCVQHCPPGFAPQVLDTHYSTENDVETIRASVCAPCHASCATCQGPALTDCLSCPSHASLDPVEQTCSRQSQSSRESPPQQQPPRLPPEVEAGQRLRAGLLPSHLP
RBBP9 inhibitor: human RBBP9 hydrolase inhibition; recombinant RBBP9, FP-Rh probe fluorescence polarization; inhibition, % at 7.94 µM; 220,000 compounds, 0.2% hits; AID 1515;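 active = inhibition above the campaign mean of all tested compounds plus 3 SD, cut at about 14% in these data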;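 also: plate controls were DMSO wells with RBBP9 for no effect and wells lacking RBBP9 protein for full effect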
Target sequence (O75884 whole entry, looked up): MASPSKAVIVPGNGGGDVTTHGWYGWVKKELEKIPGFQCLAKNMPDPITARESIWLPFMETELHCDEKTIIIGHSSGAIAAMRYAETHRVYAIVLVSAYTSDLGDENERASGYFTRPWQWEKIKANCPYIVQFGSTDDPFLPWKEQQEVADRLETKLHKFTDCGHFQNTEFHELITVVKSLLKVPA
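Controls: DMSO-treated enzyme wells and wells lacking RBBP9 | Material: RBBP9 protein | Technique: Fluorescence polarization | Replication: Single well per compound, no replicates | Buffer or medium: Tris-NaCl-Pluronic buffer, pH 8.0 | Timing: 30 min compound preincubation, 45 min probe labeling, 25 °C | Read-out basis: Percent inhibition from mP, scaled between DMSO and no-protein wells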
EBV gp42 block: inhibitors of Epstein-Barr virus glycoprotein 42. Q1HVG2. Fluorescence polarization binding assay, mP read-out. inhibition, % (tested at 21.74 µM). 220,000 compounds, 0.42% hits; in the data active = inhibition above about 50%
Target sequence (Q1HVG2 whole entry, looked up): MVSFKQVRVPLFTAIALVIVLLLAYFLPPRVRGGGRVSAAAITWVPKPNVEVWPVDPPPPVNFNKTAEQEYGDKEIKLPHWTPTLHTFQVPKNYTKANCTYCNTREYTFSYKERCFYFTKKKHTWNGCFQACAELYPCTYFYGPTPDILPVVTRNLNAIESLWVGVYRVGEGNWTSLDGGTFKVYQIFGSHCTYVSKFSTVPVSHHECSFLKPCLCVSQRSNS
NCF1 inh: blocks human p47phox regulatory protein of NADPH oxidases | P14598 | p47phox/p22phox peptide binding, fluorescence polarization, 2 h | inhibition, % at 24.7 µM | 220,000 compounds, 0.53% hits | AID 1274;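 active = inhibition above about 30%, limit read from the data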;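 also: 0% = p47phox with labelled peptide and 100% = labelled peptide alone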
Tb hexokinase: blocks Trypanosoma brucei hexokinase 1 activity; recombinant TbHK1, G6PDH-coupled NADH A340; inhibition, % at 10 µM; 220,000 compounds, 0.11% hits;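 active = inhibition of 50% or more in the single-dose primary screen; inactive = inhibition below 50%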
An asterisk follows results filed as active; . = not tested or not shown; [ ] = remark or other dose. Rows are unselected (roughly 2.7% active in at least one column).

Compound	m-calpain inh	p97 inhibitor	Runt-CBFb FRET	Runt-SMMHC FRET	Furin inhibitor	RBBP9 inhibitor	EBV gp42 block	NCF1 inh	Tb hexokinase
COC(=O)COc1ccc(S(=O)(=O)N2CCc3ccccc3C2)cc1C	11	-1	1	-1	-5[20 µM]	-4	-12	-6	-3
CCOC(=O)C(C)NC(=O)C(NC(=O)C1CCC(CC)CC1)C(C)C (stereo not given)	1	-1	-2	0	-27	-10	-22	2	2
CCn1c(CSc2nc3ccccc3s2)nnc1SCC(=O)OC(C)(C)C	-9	-5	-1	0	-12[20 µM]	-9	-7	-11	-8
O=C(CN(CCc1ccccc1)S(=O)(=O)c1ccc(Cl)cc1)N/N=C/c1ccc2c(c1)OCO2	-4	6	1	2	-21	-9	-15	0	23
C=CCNC(=O)CC(=O)N/N=C/c1ccc(F)cc1	-1	5	0	2	-20	-9	7	-4	2
CC1CCCCC1NC(=O)COC(=O)COc1ccccc1Cl (stereo not given)	-2	-3	1	-2	-23	-14	-15	-1	-2
Cc1nn(Cc2c(F)cccc2Cl)c(C)c1[N+](=O)[O-]	24	1	-1	3	-15	7	-2	-7	9
CC(=O)NCCC(=O)Nc1nc(-c2ccccc2Cl)cs1	4	2	-1	1	-16	-5	10	-2	-1
COc1ncccc1C(=O)N1CCCC(C(=O)c2cc(F)ccc2F)C1 (stereo not given)	20	-2	0	0	8	-14	-3	-4	0
Cn1cc(SCC(=O)NCC2CCCO2)c2ccccc21 (stereo not given)	-1	.	2	0	-10	.	-10	-12	1
COc1ccc2c(=O)c3c(=O)n(CCc4ccccc4)c(C(C)C)nc3oc2c1	-2	2	-5	-1	-3	0	-9	-9	-9
O=C(CSc1nc(-c2ccc(Cl)cc2)[nH]c(=O)n1)Nc1cccc(Cl)c1	-3	-1	0	0	-16	-7	4	-27	3
C=CCNC(=S)Nc1ccc(Cl)c(S(=O)(=O)N2CCOCC2)c1	-25	1	1	0	-28	-4	3	3	-1
Cn1cnnc1SCC(=O)c1c[nH]c2ccccc12	13	2	-2	-2	-14	-1	-3	1	-1
C=CCN1C(=O)/C(=C2/Sc3ccccc3N2C)SC1=Nc1ccccc1C	17	1	-2	-2	-18[20 µM]	-2	-43	-2	-15

Continued.
Compound	m-calpain inh	p97 inhibitor	Runt-CBFb FRET	Runt-SMMHC FRET	Furin inhibitor	RBBP9 inhibitor	EBV gp42 block	NCF1 inh	Tb hexokinase
C/C(CS(=O)(=O)c1ccccc1)=N\O	10	5	-1	-4	-23	2	-16	-3	0
CCCOc1ccc(N2C(=O)CC(N(CCc3ccc(S(N)(=O)=O)cc3)C(C)=O)C2=O)cc1 (stereo not given)	24	3	.	2	-19[20 µM]	-3	-21	-10	1
Clc1cccc(Cl)c1/C=N/Nc1c(Cl)cncc1Cl	4	6	-3	2	-21	-1	-16	-13	-9
O=C(CCCN1C(=O)c2ccccc2C1=O)NC1=NCCS1	-14	3	1	0	-16	0	-19	-6	3
COc1cc(C2Nc3ccccc3C(=O)N2c2ccccc2)c(Br)cc1OCC(=O)O (stereo not given)	-427	7	3	11	-37	-9	-20	-3	-6
Cc1ccnc(NC(=O)COC(=O)c2ccc(F)cc2F)n1	14	3	0	-6	-7	0	4	-22	1
CCOc1ccc(C2=Nc3ccc(Br)cc3C(c3ccc(N4CCOCC4)cc3)=NN2)cc1	-55	1	-3	-15	-5	-2	-10	-2	-20
Cc1cc(Br)ccc1NC(=O)C1CCCO1 (stereo not given)	-7	8	1	0	8[20 µM]	10	-15	-2	-1
COc1cc(/C=C/c2c([N+](=O)[O-])c(=O)n(C)c(=O)n2C)cc(OC)c1OC	-18	5	2	-2	-16[20 µM]	-1	4	2	-30
Cc1cccc(-c2nnc(NC(=O)c3ccc(Cl)cc3)o2)c1	-31	3	0	0	-11	2	-18	-10	2
CC(C)CC(NC(=O)c1ccccc1NC(=O)c1ccccc1)C(=O)O (stereo not given)	-12	3	0	-4	-13	3	5	1	-4
CC(=O)Nc1ccc(SCC(=O)N(CCC#N)c2ccc(C)cc2)cc1	-23	2	1	1	-30	-3	-16	-4	3
CCC(C)N1C(=O)C2C(C(=O)Nc3cccc(OC)c3)C3C=CC2(O3)C1C(=O)NC1CCCCC1C (stereo not given)	-34	7	0	4	-6	-4	-2	3	3
Cn1c(=O)c2cn3c(c2n(C)c1=O)C(c1ccccc1)CC(c1ccccc1)=N3 (stereo not given)	-33	6	0	-4	-21[20 µM]	1	-18	-49	-6
Nc1c(C(=O)N/N=C/c2ccc(OCc3ccccc3)cc2)cnn1-c1ccccc1	21	5	-11	-37	-14	-1	-6	8	-31

(more compounds)
Compound	m-calpain inh	p97 inhibitor	Runt-CBFb FRET	Runt-SMMHC FRET	Furin inhibitor	RBBP9 inhibitor	EBV gp42 block	NCF1 inh	Tb hexokinase
O=C(CCn1cccc1)NCCc1ccc(Cl)cc1	-18	0	-1	-1	-2	-10	6	-4	6
Cc1ccc(NC(N)=S)cc1C	0	3	2	-4	-21	-8	-24	-11	1
CN1CCCC2(CCCN(Cc3nc(Cc4cccc(C(F)(F)F)c4)no3)C2)C1 (stereo not given)	-7	1	0	0	-34	0	-9	-1	-7
COc1cc(OC)cc(C(C(=O)NCc2ccccc2)N(Cc2ccco2)C(=O)c2ccno2)c1 (stereo not given)	-72	0	-2	3	-22	-4	-9	-72	-3
O=C(CN1CCN(S(=O)(=O)c2ccccc2)CC1)Nc1ccc2c(c1)CCC2	7	5	-1	1	-20	0	-10	-11	0
Cc1ccc(C)c(NC(=S)NCC(c2ccccc2)N(C)C)c1 (stereo not given)	31	1	1	-7	3	0	-12	-3	-8
CCn1c2c(c(=N)c3c1CCC3)CCC2	0	4	-3	-3	-18	-3	-16	-3	0
COc1ccc(CCNC(=O)CC(c2ccccc2)c2cccc(C)c2O)cc1OC (stereo not given)	35	1	-2	-2	-9	0	2	2	-5
CCN(C(=O)COC(=O)c1cccc(NS(=O)(=O)c2ccc(F)c(F)c2)c1)C1CCS(=O)(=O)C1 (stereo not given)	7	-4	-1	-2	-18	0	-1	6	-1
CCOC(=O)C1(Cc2ccc(Cl)cc2)CCN(Cc2ccon2)CC1	-5	2	0	2	-19	-4	-18	-12	1
COC(=O)c1ccc(C(=O)OC)c(NC(=O)CSc2nnc(-c3ccccc3Cl)o2)c1	.	0	.	.	-19[20 µM]	-3	.	.	-3
COCCNC(=O)CSc1nnc(-c2ccccc2F)n1Cc1ccccc1	-10	1	1	3	-24	-4	-20	0	0
COC(=O)c1[nH]c(C)c(/C(O)=C2\C(=O)C(=O)N(CCN3CCOCC3)C2c2ccco2)c1C (stereo not given)	-12	8	-4	1	-12	-7	-2	1	-35
CCOc1ccc(C(=O)Nc2c3c(nn2-c2ccc(F)cc2)CS(=O)C3)cc1 (stereo not given)	-24	6	0	1	-13	3	-6	-11	0
CN(CC(=O)Nc1cccc(C#N)c1)Cc1ccc(Cl)cc1	-7	-3	-3	-2	-10	1	-13	-14	-3

The results go on.
Compound	m-calpain inh	p97 inhibitor	Runt-CBFb FRET	Runt-SMMHC FRET	Furin inhibitor	RBBP9 inhibitor	EBV gp42 block	NCF1 inh	Tb hexokinase
COc1ccccc1N(CC(O)Cn1ccnc1C)S(=O)(=O)c1ccccc1 (stereo not given)	-11	4	0	-1	-27	1	-13	-1	6
Cc1cc(NC(=O)C(C)(C)C)no1	-1	1	3	-1	-11[20 µM]	-2	-5	-3	0
Cc1cc(NC(=O)CSc2nnc3c(C)cc4c(C)ccc(C)c4n23)no1	14	-2	0	-6	-17	0	-17	6	-4
CCn1c(=O)cc(SCC(=O)NCCC2=CCCCC2)c2ccccc21	-10	-5	-1	-4	-7	-8	3	-3	-6
C=CCSc1nc2c(c(C3CC=CCC3)c1C#N)CCC2 (stereo not given)	17	2	-2	-1	-23[20 µM]	3	-4	3	5
CC(=O)c1ccc(NS(=O)(=O)c2ccc(N)cc2)cc1	20	-2	1	-2	-8	-5	1	2	-21
Cc1cccc(C)c1-n1c(C)nn(Cc2ccc([N+](=O)[O-])cc2)c1=O	-23	0	-2	-5	-23	5	0	-1	1
CCOc1ccccc1-n1c(C)nc2cc(C(=O)O)ccc21	-17	4	-1	0	-15	-5	-11	-10	-2
Cc1ccc(NC(=O)C2=C(c3ccccc3)S(=O)(=O)CCS2(=O)=O)cc1	-10	8	41	31	-21	-8	-24	-8	-6
Cc1cc(C(=O)NNS(=O)(=O)c2ccc(C(C)(C)C)cc2)nn1C(C)(C)C	4	-1	-1	-2	-25	-1	-7	2	52*
CC(=O)N1N=C(c2ccc(C)cc2)CC1c1ccco1 (stereo not given)	0	-1	-1	2	-15	-6	-4	2	0
COc1ccc(C(NC(=O)/C=C\c2ccco2)c2ccc(OC)c(OC)c2)cc1 (stereo not given)	-57	-3	16	18	-13[20 µM]	-18	3	-9	-2
CSC1=N/C(=C\c2ccc(C)cc2)C(=O)S1	-15	-3	1	0	-12[20 µM]	-8	-16	-17	1
CCCCOc1ccc(CN2CCCCC2)cc1	-37	0	1	1	-7	-5	-6	-3	10
N#C/C(=C(/O)COC(=O)c1ccc2c(c1)OCCO2)c1nc2ccccc2[nH]1	-105	6	1	7	-37	-8	4	-25	3

New compounds follow.
Compound	m-calpain inh	p97 inhibitor	Runt-CBFb FRET	Runt-SMMHC FRET	Furin inhibitor	RBBP9 inhibitor	EBV gp42 block	NCF1 inh	Tb hexokinase
OC(CN1CCN(c2ccccc2)CC1)Cn1c2ccccc2c2ccccc21 (stereo not given)	2	1	2	4	-15[20 µM]	4	-5	-15	-10
COc1ccc(C2=NN(C(=O)c3cccc([N+](=O)[O-])c3)C(c3cccc([N+](=O)[O-])c3)C2)cc1 (stereo not given)	0	1	1	3	-10[20 µM]	6	-14	-12	-19
Fc1ccc2nc(C3CCN(Cc4nc(CC5CC5)no4)CC3)[nH]c2c1	-37	6	1	-5	-22	-5	-10	-3	0
Cc1ccc2nc(NC3=NC(CC(=O)O)C(=O)N3)nc(C)c2c1 (stereo not given)	12	4	0	-4	-24	-2	-8	1	-7
COc1cc(NC(=O)c2cccs2)c(OC)cc1NC(=O)c1ccco1	25	-4	-3	6	-13	-4	-11	-8	-2
CN(C)c1nnnn1-c1ccc(Cl)cc1Cl	29	-7	0	2	1	-13	-3	-3	11
CC(C)C(=O)Nc1c(-c2ccccc2)c(=O)c2ccccc2n1C	3	2	-1	-2	-19	-10	-16	-8	-44
c1ccc2c(-n3cccn3)cccc2c1	14	-2	-2	-2	-10	-8	-5	-7	-2
O=C(NCc1nc(-c2ccccc2)no1)c1cccs1	-18	2	2	0	-22[20 µM]	-6	-7	-15	5

Exported with the structure last: entries from further up
m-calpain inh | p97 inhibitor | Runt-CBFb FRET | Runt-SMMHC FRET | Furin inhibitor | RBBP9 inhibitor | EBV gp42 block | NCF1 inh | Tb hexokinase | SMILES
25 | -4 | -3 | 6 | -13 | -4 | -11 | -8 | -2 | COc1cc(NC(=O)c2cccs2)c(OC)cc1NC(=O)c1ccco1
29 | -7 | 0 | 2 | 1 | -13 | -3 | -3 | 11 | CN(C)c1nnnn1-c1ccc(Cl)cc1Cl
3 | 2 | -1 | -2 | -19 | -10 | -16 | -8 | -44 | CC(C)C(=O)Nc1c(-c2ccccc2)c(=O)c2ccccc2n1C
14 | -2 | -2 | -2 | -10 | -8 | -5 | -7 | -2 | c1ccc2c(-n3cccn3)cccc2c1
-18 | 2 | 2 | 0 | -22[20 µM] | -6 | -7 | -15 | 5 | O=C(NCc1nc(-c2ccccc2)no1)c1cccs1
